STAT3 blocker – STAT3 signaling inhibition; inhibition, % at 5.5 µM; U3A cells, IL-6 STAT3-luciferase reporter, luminescence; host cell line lacks STAT1; AID 862; actives 0.89% (n = 190,000);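 active means inhibition above the mean inhibition across all screened compounds plus 3 SD, cut at about 44% in these data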;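 further: 0% = DMSO only wells and 100% = 100 µM nifuroxazide control wells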
STAT3 act – increases IL-6 driven STAT3 reporter signal. U3A cells, IL-6 STAT3-luciferase reporter, luminescence; 100% = signal with IL-6 EC80 alone. activation (% of control), % at 5.6 µM. actives 0.91% (n = 190,000);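 active means activation above the screen-wide mean of compound activation plus 3 SD, cut at about 130% in these data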;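 further: 0% = background luminescence of wells with medium and substrate only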
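Material: STAT3-luciferase reporter U3A cells. Controls: IL-6-treated wells, 100% activation. Read-out: % activation versus median of IL-6-stimulated wells. Probe or stimulus: IL-6 stimulus at 33 ng/mL final. Timing: compound 1 h, then IL-6 6 h at 37 °C. Signal: reporter luminescence signal.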
Hsp70 activator – switches on Hsp70 transcription; activation, % at 10 µM; actives 0.04% (n = 200,000); HeLa Hsp70 promoter luciferase reporter, luminescence; scaled: vehicle 0, proteasome-inhibitor control 100%; AID 1203;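 active means activation above the mean across all tested compounds plus 3 SD, cutoff set per campaign, cut at about 5.5% in these data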;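 further: 100% = MG132 at 30 µM as the positive control and 0% = DMSO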
NF-kB expr up – NF-kB expression increase, human neuronal cells; AID 1239; NF-kB reporter expression; stronger effect = higher value; fold change at 12.5 µM; actives 1.6% (n = 190,000); in the data active means fold change above about 3.3
APP 5'UTR act – APP 5'UTR luciferase reporter activation; actives 1% (n = 190,000); activation, % at 2 µM; SH-SY5Y APP 5'UTR luciferase reporter, luminescence; zero percent = DMSO vehicle wells; AID 1276;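 active means activation above a set limit, based on mean plus 3 SD of controls, cut at about 140% in these data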; further: values of inactives mirror those of a sister screen read the other way
RAM network inh – inhibitors of the yeast RAM network; inhibition, % at 50 µM; actives 1.8% (n = 190,000); S. cerevisiae dse1pr::URA3 reporter, 5-FOA growth OD615, 2 d; analog-sensitive cbk1-as2 kinase mutant strain;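 active means inhibition above a set limit, 3 SD over mean compound inhibition, cut at about 8.4% in these data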;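 further: 0% = DMSO-only wells with no growth and 100% = 10 µM 1-NA-PP1 full growth; inhibition rescues growth on 5-FOA so higher OD means more RAM inhibition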
APP 5UTR inh – APP translation inhibition | actives 0.82% (n = 190,000) | SH-SY5Y APP 5'UTR-luciferase reporter, luminescence | inhibition, % at 2 µM;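 active means inhibition above a set limit, derived from the sample mean plus 3 SD, cut at about 45% in these data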; further: values of inactives mirror those of a sister screen read the other way
STAT1 activator – activators of IFN-gamma induced STAT1 signaling; actives 2.6% (n = 200,000); activation (% of control), % at 5.5 µM; NIH 3T3 STAT1-luciferase reporter, luminescence; 100% = IFN-gamma alone, no compound;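 active means activation above the screen-wide mean activation plus 3 SD, cut at about 130% in these data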;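 further: raw ratio to IFN-gamma control signal so 100% means no change and 0% no light; values of inactives mirror those of a sister screen read the other way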
FLuc inh counter – counter-screen for luciferase assay inhibitors: firefly luciferase inhibition | inhibition, % at 10 µM | ATPLite firefly luciferase biochemical luminescence, 10 min | AID 1006 | P08659 | actives 1.5% (n = 200,000);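 active means inhibition above about 50% when tested at 10 µM, limit read from the data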
Target sequence (P08659 whole entry, looked up): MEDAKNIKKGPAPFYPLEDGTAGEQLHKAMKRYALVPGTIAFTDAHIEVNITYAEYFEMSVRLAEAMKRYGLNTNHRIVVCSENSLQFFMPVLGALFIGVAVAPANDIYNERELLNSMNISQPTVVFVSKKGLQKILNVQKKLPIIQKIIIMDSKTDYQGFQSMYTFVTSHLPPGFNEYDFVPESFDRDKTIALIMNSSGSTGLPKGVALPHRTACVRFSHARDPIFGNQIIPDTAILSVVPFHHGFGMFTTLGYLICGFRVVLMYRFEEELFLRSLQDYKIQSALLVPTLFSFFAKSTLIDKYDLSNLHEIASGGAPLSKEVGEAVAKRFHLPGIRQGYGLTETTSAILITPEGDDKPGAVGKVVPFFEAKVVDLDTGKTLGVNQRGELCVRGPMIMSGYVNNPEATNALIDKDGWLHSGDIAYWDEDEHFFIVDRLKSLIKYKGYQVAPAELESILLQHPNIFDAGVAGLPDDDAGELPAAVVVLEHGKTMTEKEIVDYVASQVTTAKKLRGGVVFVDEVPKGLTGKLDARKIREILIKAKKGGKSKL
STAT1 blocker – STAT1 signaling inhibition; NIH 3T3 STAT1-luciferase reporter, IFN-gamma, luminescence; inhibition, % at 5.5 µM; actives 0.35% (n = 200,000); AID 920;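 active means inhibition above a set limit, the mean inhibition across all tested compounds plus 3 SD, cut at about 34% in these data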;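 further: 0% = IFN-gamma with DMSO and 100% = IFN-gamma with 300 µM nifuroxazide; values of inactives mirror those of a sister screen read the other way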
Starred values were filed as active, the others as inactive; x = no result given. This is a random part of the collection. Share with any hit: about 7.7%.

Values in the order: STAT3 blocker | STAT3 act | Hsp70 activator | NF-kB expr up | APP 5'UTR act | RAM network inh | APP 5UTR inh | STAT1 activator | FLuc inh counter | STAT1 blocker
1) COc1ccc(N(C(=O)COc2cccc(C)c2)S(=O)(=O)c2ccc(C)cc2)cc1
→ -12 | 107 | -0.2 | 0.98 | -5 | 9.7* | 5 | 98 | 2 | 2
2) O=C(NCc1ccco1)/C(=C\c1cccs1)NC(=O)c1ccccc1
→ 3 | 102 | -0.3 | x | 5 | 0.0 | -5 | 101 | -6 | -3
3) O=C(NNC(=O)c1cccnc1SCc1cccc([N+](=O)[O-])c1)c1ccccn1
→ 22 | 84 | -0.3 | 0.83 | -72 | 2.1 | 72* | 106 | -4 | -6
4) Cc1ccc(S(=O)(=O)N2CCOCC2)cc1C(=O)Nc1ccc(-c2cn3ccsc3n2)cc1
→ 13 | 92 | -0.1 | 0.36 | 30 | 0.3 | -30 | 88 | -4 | 14
5) CCn1cc(-c2cc(C(F)(F)F)n3nc(C(=O)O)cc3n2)c(C)n1
→ -1 | 105 | 0.0 | 1.4 | -12 | -0.4 | 12 | 94 | -4 | 6
6) COc1ccc(Nc2nc(-c3c(C)nc4ncccn34)cs2)cc1
→ 13 | 94 | -0.1 | 1 | -94 | 3.6 | 94* | 73 | -2 | 29
7) OCCN1CCN(c2nc(N3CCCCC3)nc(N3CCCCC3)n2)CC1
→ -3 | 105 | 0.1 | 0.82 | -8 | 1.6 | 8 | 98 | -2 | 2
8) Cc1noc(NC(=O)c2ccc(F)cc2)c1C#N
→ -1 | 105 | -0.2 | 1.1 | 9 | 0.3 | -9 | 101 | 5 | -1
9) CCCCOC1CC(c2ccc(OCc3ccc(OC)cc3)c(OC)c2)N(C)O1 (stereo not drawn)
→ -3 | 107 | -0.1 | 1.1 | -1 | 0.5 | 1 | 99 | -4 | 1
10) O=C(CS(=O)c1ccc(F)cc1)Nc1ccccc1Cl (stereo not drawn)
→ 14 | 93 | 0.4 | 1.1 | 4 | 0.9 | -4 | 103 | -1 | -4
11) O=C(CN1CCCC1)Nc1ccccc1Cl
→ -1 | 101 | -0.2 | 0.92 | -3 | 0.2 | 3 | 101 | -7 | -3
12) O=C(OCc1ccccc1)N1CCCC1/C=C/CN1CCOCC1 (stereo not drawn)
→ 2 | 100 | -0.3 | 1.2 | -63 | 1.1 | 63* | 96 | -7 | 3
13) Cn1c(=O)n(C/C=C/c2ccccc2)c(=O)c2c1nc1n2CCCN1c1ccc(F)cc1
→ 4 | 102 | -0.3 | 0.67 | -11 | 1.2 | 11 | 98 | 1 | 1
14) CCOc1ccc2nc(SCc3ccc(F)cc3)sc2c1
→ 11 | 91 | -0.1 | 1.6 | 29 | 0.3 | -29 | 93 | -1 | 8
15) CC(C)(C)c1ccc(C(=O)C2CCCN(C(=O)CN3CCCC3=O)C2)cc1 (stereo not drawn)
→ 6 | 99 | 0.1 | 1.2 | 18 | 1.8 | -18 | 96 | -3 | 3
16) Cc1cccc2cc(CN(Cc3cccs3)S(=O)(=O)c3ccc4c(c3)OCCO4)c(=O)[nH]c12
→ 12 | 91 | -0.2 | 0.56 | 8 | 4.2 | -8 | 99 | 3 | 1
17) COCCNC(=S)NNC(=O)c1ccc(-n2cnnn2)cc1
→ 2 | 100 | -0.1 | 1.1 | 9 | 3.1 | -9 | 107 | -8 | -8
18) Cc1onc(-c2ccccc2Cl)c1C(=O)N1CCc2ccccc2C1
→ 1 | 98 | -0.4 | 0.97 | 13 | -1.1 | -13 | 103 | 0 | -3
19) OCCC1CN(Cc2cccc3nonc23)CCN1C1CCCCC1 (stereo not drawn)
→ 3 | 108 | 0.0 | 1.2 | -4 | 1.0 | 4 | 106 | -6 | -8
20) O=C(Nc1ccc(Cl)cc1)Nc1nc(-c2sccc2Br)cs1
→ 17 | 92 | -0.4 | 1.5 | 9 | 2.7 | -9 | 109 | -3 | -10
21) CCNC(=S)NCc1ccc2[nH]c(C)cc2c1
→ 0 | 100 | 0.2 | 0.84 | 2 | 2.3 | -2 | 100 | 0 | 0
22) O=C(Nc1ccc(NC(=O)c2cccs2)c(Cl)c1)c1ccco1
→ 20 | 85 | -0.1 | 1.1 | -22 | -0.4 | 22 | 97 | -6 | 2
23) CCn1c(SCC(=O)Nc2cc(C)on2)nnc1-c1ccc(OC)cc1
→ -5 | 109 | -0.3 | 1.1 | 7 | 1.1 | -7 | 93 | -3 | 6
24) NC(CSS(=O)(=O)O)=NCCC12CC3CC(CC(O)(C3)C1)C2
→ -10 | 109 | 0.1 | 1.5 | -12 | 0.4 | 12 | 99 | -4 | 1
25) CCOC(=O)C1=C(C)Nc2nc(SCC)[nH]c(=O)c2C1c1ccncc1 (stereo not drawn)
→ 3 | 100 | 0.0 | 0.91 | -3 | 2.2 | 3 | 102 | 1 | -2
26) N#Cc1c(OCC(=O)c2ccccc2)nc2c(c1-c1ccco1)CCc1ccccc1-2
→ -27 | 126 | -0.5 | 0.93 | -4 | 4.2 | 4 | 98 | -7 | 3
27) COC(=O)c1ccc2c(c1)S(=O)(=O)NC(=NCc1ccco1)S2
→ 21 | 90 | -0.1 | 1.1 | 19 | 1.9 | -19 | 102 | -2 | -2
28) Oc1ccc2ccccc2c1C=NC1CCCCC1
→ -4 | 114 | 0.1 | 1.2 | 7 | 0.9 | -7 | 104 | 8 | -5
29) Fc1ccc(-n2cc(CNCCc3ccccn3)c(-c3ccccc3Cl)n2)cc1
→ -8 | 111 | -0.4 | 0.91 | -8 | -0.6 | 8 | 102 | -6 | -4
30) O=C(COc1ccccc1)NC(=S)Nc1cccc([N+](=O)[O-])c1
→ 3 | 100 | 0.1 | 1 | 7 | 3.4 | -7 | 96 | 1 | 5
31) CN(c1ccccc1)S(=O)(=O)c1cc(C(=O)OCC(=O)N2CCN(C(=O)c3ccco3)CC2)ccc1Cl
→ 6 | 97 | 0.0 | 0.96 | 9 | 0.8 | -9 | 101 | -6 | -2
32) c1ccc(-c2nccc(-c3ccc(-n4cnc5ccccc54)cc3)n2)cc1
→ 24 | 83 | -0.1 | 1.1 | -4 | 0.7 | 4 | 106 | -8 | -7
33) CCN=c1sc2ccccc2n1CC(O)COc1ccccc1 (stereo not drawn)
→ 14 | 93 | -0.3 | 0.96 | -1 | -0.6 | 1 | 98 | -8 | 2
34) O=[N+]([O-])c1ccc(COc2cccc(CNc3ccc(F)cc3)c2)cc1
→ 10 | 95 | -0.2 | 1.2 | -10 | 9.9* | 10 | 103 | 10 | -3
35) Clc1ccc(-c2nc(Cc3ccccc3)no2)cc1
→ 9 | 97 | 0.3 | 2.2 | -9 | 4.0 | 9 | 107 | 13 | -8
36) Clc1ccc(Cn2c(/C=C/c3ccco3)nc3ccccc32)cc1
→ 18 | 88 | -0.3 | 1.6 | 10 | 1.2 | -10 | 104 | 9 | -5
37) COc1ccc(Cl)cc1NC(=O)CN(C)CC(=O)Nc1ccc(Br)cc1
→ -19 | 116 | 0.0 | 0.84 | -8 | 1.1 | 8 | 95 | 0 | 4
38) CCOc1ccccc1NC(=O)CSc1nnc(-c2ccccc2Cl)n1Cc1ccco1
→ 21 | 89 | -0.3 | 0.86 | -1 | 1.5 | 1 | 91 | -5 | 9
39) Cc1cc(C)cc(-n2c(C)nc3cc(C(=O)O)ccc32)c1
→ 16 | 89 | 0.1 | 1.3 | 9 | -0.4 | -9 | 104 | -1 | -6
40) CCOc1ccccc1C(=O)N[C@H](C(=O)NCc1ccccc1)C(C)C
→ 6 | 99 | 0.2 | 1.3 | 14 | 0.4 | -14 | 98 | -1 | 2
41) Cc1ccnc(NS(=O)(=O)c2ccc(NC(=O)/C=C/c3cccs3)cc2)n1
→ 9 | 100 | -0.1 | 1.4 | 11 | 3.0 | -11 | 105 | 1 | -5
42) O=C(NCCN1CCOCC1)c1sc2ccccc2c1Cl
→ -2 | 102 | -0.1 | 1.1 | 8 | 0.8 | -8 | 102 | -3 | -1
43) CC(C(=O)NCCc1nc2ccccc2[nH]1)n1cc([N+](=O)[O-])cn1 (stereo not drawn)
→ 10 | 96 | 0.0 | 1.2 | 26 | 3.9 | -26 | 98 | -2 | 1
44) Cn1c(=O)cc(OCCCC(=O)N2CCCCC2)c2ccccc21
→ 16 | 90 | -0.3 | 1.5 | 14 | 0.9 | -14 | 103 | -4 | -3
45) COc1cccc2c1nc(C)c1cc(C)oc12
→ 7 | 98 | 0.1 | 1.6 | 3 | 2.0 | -4 | 111 | 8 | -12

Sorted by count of non-hydrogen atoms (ascending): part of the list above
Values in the order: STAT3 blocker | STAT3 act | Hsp70 activator | NF-kB expr up | APP 5'UTR act | RAM network inh | APP 5UTR inh | STAT1 activator | FLuc inh counter | STAT1 blocker
45) COc1cccc2c1nc(C)c1cc(C)oc12
→ 7 | 98 | 0.1 | 1.6 | 3 | 2.0 | -4 | 111 | 8 | -12
39) Cc1cc(C)cc(-n2c(C)nc3cc(C(=O)O)ccc32)c1
→ 16 | 89 | 0.1 | 1.3 | 9 | -0.4 | -9 | 104 | -1 | -6
33) CCN=c1sc2ccccc2n1CC(O)COc1ccccc1 (stereo not drawn)
→ 14 | 93 | -0.3 | 0.96 | -1 | -0.6 | 1 | 98 | -8 | 2
36) Clc1ccc(Cn2c(/C=C/c3ccco3)nc3ccccc32)cc1
→ 18 | 88 | -0.3 | 1.6 | 10 | 1.2 | -10 | 104 | 9 | -5
40) CCOc1ccccc1C(=O)N[C@H](C(=O)NCc1ccccc1)C(C)C
→ 6 | 99 | 0.2 | 1.3 | 14 | 0.4 | -14 | 98 | -1 | 2
41) Cc1ccnc(NS(=O)(=O)c2ccc(NC(=O)/C=C/c3cccs3)cc2)n1
→ 9 | 100 | -0.1 | 1.4 | 11 | 3.0 | -11 | 105 | 1 | -5
38) CCOc1ccccc1NC(=O)CSc1nnc(-c2ccccc2Cl)n1Cc1ccco1
→ 21 | 89 | -0.3 | 0.86 | -1 | 1.5 | 1 | 91 | -5 | 9
31) CN(c1ccccc1)S(=O)(=O)c1cc(C(=O)OCC(=O)N2CCN(C(=O)c3ccco3)CC2)ccc1Cl
→ 6 | 97 | 0.0 | 0.96 | 9 | 0.8 | -9 | 101 | -6 | -2

Later entries:
Values in the order: STAT3 blocker | STAT3 act | Hsp70 activator | NF-kB expr up | APP 5'UTR act | RAM network inh | APP 5UTR inh | STAT1 activator | FLuc inh counter | STAT1 blocker
46) CC(C)NC(=O)CN1C(=O)NC(CCc2ccccc2)C1=O (stereo not drawn)
→ -4 | 106 | -0.4 | 1.2 | 0 | -0.3 | 0 | 108 | 2 | -9
47) CCOC(=O)C1C(=O)OC(C)(C)C1C(C)C(=O)c1ccc(C)cc1C (stereo not drawn)
→ 2 | 102 | -0.3 | 1.6 | -9 | 2.3 | 9 | 94 | -5 | 3
48) CCCCNC(=O)c1ccc(NC(=O)C2CCCO2)cc1 (stereo not drawn)
→ 2 | 104 | -0.2 | 0.94 | 11 | -0.7 | -11 | 107 | -1 | -6
49) C=CCC(CC=C)(C(N)=O)c1ccccc1
→ 10 | 98 | 0.2 | 1 | -7 | 1.0 | 7 | 99 | -10 | 0
50) O=C(Nc1ccc(Cl)c(Cl)c1)N(Cc1cccnc1)Cc1ccco1
→ 6 | 99 | -0.3 | 0.8 | 13 | 0.9 | -13 | 94 | -2 | 7

Screening results (PubChem BioAssay)
